Screens deposited in PubChem BioAssay by National Center for Advancing Translational Sciences (NCATS).
Pf Dd2 inh – inhibitors of Plasmodium falciparum Dd2 growth | Potency, µM (doses to about 28.9 µM), inactives show at the highest dose activity, negative = inhibition, actives largely listed as inhibitors | P. falciparum Dd2 growth, SYBR Green, 72 h | AID 1347417 | 4.3% of 120,000 active; active = well fitted inhibition curve with a large enough effect; inconclusive = small, poorly fitted or top-dose-only effect; inactive = no such curve, though single readings can be large or run the other way;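 note: plate controls were DMSO vehicle for no effect and reference drug for full effect; nearly all actives have a fitted effect of over 65% in size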
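Readout: SYBR Green fluorescence, 485 nm excitation, 535 nm emission, after ~16 h lysis at 37C. Before that, Dd2-infected red cells (2.5% hematocrit) grew 72 h with compound, 29 uM top final concentration.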
Active calls of the source: *; i = inactive; ? = inconclusive; [ ] = another dose, or the depositor's remark. Potency is the fitted concentration of half-maximal effect.

Preview:
SMILES | Pf Dd2 inh
CCOC(=O)c1cccc(NC(=O)c2cc(C)nc3c2c(C)nn3-c2ccc(C)cc2)c1 | -26.3%
COCc1nc(C2CCCN(C(=O)c3cccc(C)c3)C2)no1 (stereo unspecified) | 59.2%[activator]

All compounds of this part (from the top)
SMILES | Pf Dd2 inh
CCOC(=O)c1cccc(NC(=O)c2cc(C)nc3c2c(C)nn3-c2ccc(C)cc2)c1 | -26.3%
COCc1nc(C2CCCN(C(=O)c3cccc(C)c3)C2)no1 (stereo unspecified) | 59.2%[activator]
COc1ccc(C(=O)N2CCN(c3cc(C(F)(F)F)ncn3)CC2)cc1OC | 0.6%
CCOc1ccc(NC(=O)Cn2ccn(-c3ccc(F)c(F)c3)c(=O)c2=O)cc1 | 62.3%[activator]
O=C1CCN(C(=O)CCc2c[nH]c3ccccc23)CCCCCCN1 | -8.8%
Cc1cc(C)cc(NC(=O)C(=O)NCC(c2ccc3c(c2)OCO3)N2CCOCC2)c1 (stereo unspecified) | -10.1%
Cc1ccc(NC(=O)CSc2cn(CC(=O)N3CCOCC3)c3ccccc23)cc1Cl | -18.4%
C[S+](=O)([O-])N1Cc2ccccc2OC2(CCN(C(=O)CCc3ccc(O)cc3)CC2)C1 | -4.7%
Cc1ccc(-c2ccc3nnc(CNC(=O)c4cc(C)ccc4C)n3n2)cc1 | 18.1%
CCOC(=O)CCNC(=O)N1C[C@@H](Oc2cccnc2)C[C@H]1C(=O)N1CCOCC1 | -24.2%
CCOc1ccc(-c2nonc2NC(=O)c2oc3ccc(Br)cc3c2C)cc1 | i
CCC1Oc2ccc(C)cc2N(CC(=O)NCCc2ccccc2)C1=O (stereo unspecified) | 5.3%
CNC(C)c1cccc(C(F)(F)F)c1 (stereo unspecified) | -6.9%[44.1 µM]
CN(C)C[C@@H]1CN(Cc2cccnc2)C[C@H]1NC(=O)c1ccc2c(c1)OCO2 | ?
COc1cc(CN2CCC3(CC2)Cc2ccccc2CNC3=O)ccc1F | -4.2%
Cc1cc(NC(=O)C2CCN(S(=O)(=O)c3cccc4nsnc34)CC2)ccc1Br | -3.2%
Cc1cnc(C(=O)N2CCc3nnc([C@@H]4C[C@@H](O)CN4C)n3CC2)cn1 | 8.1%
Cc1c(Cl)cccc1NC(=O)C1CCCN(c2ncnc3onc(C)c23)C1 (stereo unspecified) | -4.5%
Cc1cccc(-c2ocnc2C(=O)N2CC[C@H](CO)[C@H](NC(=O)C3CC3)C2)c1 | 4.1%
COc1cccc2cc(-c3nc4sc(C(=O)Nc5ccc(F)cc5F)c(C)c4c(=O)[nH]3)c(=O)oc12 | 10.4%
O=C(Cc1ccccn1)NC1CCN(c2nc3ncccc3o2)CC1 | 15.7%
Cc1oc2ncnc(N3CCCCC3)c2c1C(=O)N1CCN(c2cccc(C(F)(F)F)c2)CC1 | ?
CCOc1cc(=O)n2c(c1C(=O)NCCOC)CCCCC2 | 29.2%
COc1ccccc1Nc1ncncc1-c1nc(-c2ccccc2)no1 | ?
O=C(CCCc1ccccc1)Nc1ccnn1C1CCN(C(=O)CCc2cnccn2)CC1 | -6.6%
COc1ccc(-c2nc(-c3nnn4c3COC(c3ccccc3Cl)C4)no2)cc1 (stereo unspecified) | -3.5%
O=C1NCCCCCCN(Cc2ccncc2F)[C@H]2CCC[C@@H]12 | -20.1%
OC1CN(Cc2ccc(-c3cnc4c(OCc5ccccc5)nccn34)cc2)C1 | ?
Cc1cccc(CCNC(=O)CN(c2ccc(C(C)C)cc2)S(=O)(=O)c2c(C)nn(C)c2C)c1 | 10µM*
Cc1ncc(C(=O)N2CCCC(c3cc(N4CCOCC4)nc(C)n3)C2)cn1 (stereo unspecified) | -6.1%
Cc1ccc(C(=O)N2CCN(c3nnc4ccccn34)CC2)cc1C | -13.9%
CCN1c2cc(C(=O)Nc3cc(F)cc(F)c3)ccc2C(=O)N2CCCCC21 (stereo unspecified) | -27.2%
Fc1ccc(C2Cn3nnc(-c4nc(-c5ccc(Br)cc5)no4)c3CO2)cc1 (stereo unspecified) | -2.1%
CC1=C(C(=O)NC(C)(C)C)C(c2ccc(Cl)cc2)N2C(CC(=O)N3CCCC3)=CSC2=N1 (stereo unspecified) | -28.2%
N#Cc1cccc(NC(=O)c2sc3nc4c(cc3c2N)N2CCC4CC2)c1 | -13.0%
Cc1ncc2c(n1)C[C@@H]1CC[C@H]2N1 | 11.6%
Cn1cc(CN2Cc3c(cc(N4CCOCC4)nc3-c3cccnc3)C2=O)cn1 | -22.8%[44.1 µM]
Cc1ccc2oc(C(=O)Nc3sc4c(c3C(=O)NCC3CCCO3)CCC4)cc(=O)c2c1 (stereo unspecified) | ?
Cc1ccccc1-c1noc(-c2nc(-c3ccncc3)no2)n1 | -22.1%
COCCN1C[C@]23C=C[C@H](O2)C(C(=O)N(C)Cc2cnccn2)C3C1=O (stereo partly specified) | 30.9%
COc1cccc(CNC(=O)C2CCCN(c3nc4ccccc4n4cccc34)C2)c1 (stereo unspecified) | i
Cc1ccc2oc(=O)n(CCCOc3ccc(Cl)cc3)c2c1 | -22.0%
Cc1cc(OC(C)C(=O)N2CCN(CCc3ccccn3)CC2)ccc1Cl (stereo unspecified) | ?
CC(C)(O)C#Cc1ccc(C(=O)N2CC(=O)N(C3CCCCC3)CC(OCc3cccnc3)C2)o1 (stereo unspecified) | -20.8%
CCCc1ccc(OCC(=O)Nc2scc(-c3cccs3)c2C(=O)OC)cc1 | -2.0%
CCNC(=O)c1cccnc1OC1CCN(C(=O)c2ccccc2)C1 (stereo unspecified) | 8.3%
Cc1[nH]nc2c1C(c1cccc(Cl)c1)C(C#N)=C(N)O2 (stereo unspecified) | -10.8%
CCNC(=O)c1cccnc1OC1CCN(C(=O)Cc2ccccc2)C1 (stereo unspecified) | 24.0%
COc1ccc(Nc2ncncc2-c2nc(-c3ccccc3)no2)cc1F | -26.5%
CNC(=O)[C@@H]1CN(S(=O)(=O)c2ccccc2F)C[C@H]1COC | 15.4%
COc1ccccc1NC(=O)Cn1c(=O)n(Cc2nc(C)no2)c(=O)c2cc3c(cc21)OCO3 | -17.6%
O[C@@H]1CCN(Cc2nc(C3(O)CCN(Cc4ccccc4C(F)(F)F)CC3)cs2)C1 | 2.3%
O=C(C1CCOCC1)N1CCOC[C@H](Oc2ccccc2)C1 | 12.1%[44.1 µM]
CCN(CC)C(=O)Nc1ccc2c(c1)N(Cc1ccccc1)C(=O)c1ccccc1S2 | -23.3%
CN1c2cc(C(=O)Nc3ccc(Oc4ccccc4)cc3)ccc2C(=O)N2CCCCC21 (stereo unspecified) | ?
CCOCCCNC(=O)N1[C@H]2CC[C@@H]1c1cnc(-c3ccccc3)nc1C2 | i
Cc1cccc(NS(=O)(=O)c2ccc3c(c2)CCN3C(=O)C2CC2)c1C | -5.7%
Cc1ccc(CNC(=O)c2ccc3c(c2)CCN3S(=O)(=O)c2ccc(Br)cc2)cc1 | -23.7%
COc1ccc(N2CCN(C(=O)c3cc(NC(C)=O)cc4nc(C)ccc34)CC2)cc1 | i
COc1ccc(C(=O)Nc2nnc(SCc3cc(=O)n4cc(Cl)ccc4n3)s2)cc1 | 19.1%

Four consecutive entries from above:
SMILES | Pf Dd2 inh
O[C@@H]1CCN(Cc2nc(C3(O)CCN(Cc4ccccc4C(F)(F)F)CC3)cs2)C1 | 2.3%
O=C(C1CCOCC1)N1CCOC[C@H](Oc2ccccc2)C1 | 12.1%[44.1 µM]
CCN(CC)C(=O)Nc1ccc2c(c1)N(Cc1ccccc1)C(=O)c1ccccc1S2 | -23.3%
CN1c2cc(C(=O)Nc3ccc(Oc4ccccc4)cc3)ccc2C(=O)N2CCCCC21 (stereo unspecified) | ?

Following part.
SMILES | Pf Dd2 inh
O=C(CCC[C@@H]1[C@H]2CCCN3CCC[C@@H](CN1C(=O)c1ccccc1)[C@@H]23)N1CCCCC1 | -3.5%
O=C(CNC(=O)c1ccccc1Cl)OCc1cc(=O)n2ccsc2n1 | 60.1%[activator]
COc1ccc(S(=O)(=O)N2C[C@@H](F)C[C@H]2C(=O)N2CCOCC2)cc1OC | 7.8%
O=C1NCCCc2[nH]c(-c3cnn(-c4cccc(F)c4)c3)nc21 | -25.7%
O=C(Nc1ccc2c(c1)OCCO2)N1CCC(Cc2noc(C3CCOCC3)n2)C1 (stereo unspecified) | ?
COCc1noc([C@@H]2CN(Cc3ccoc3)C[C@H]2COC)n1 | 7.0%
CCOc1ccc(S(=O)(=O)c2c(C(=O)c3ccc(C)c(C)c3)cnc3ccccc23)cc1 | 7.94µM*
Cc1[nH]c2ccccc2c1C(c1ccccc1)c1cccs1 (stereo unspecified) | ?
Cc1oc2c(c1C(=O)NCc1ccncc1)CN(Cc1cccc(F)c1)CC2 | 10µM*
CC(=O)NCCC1CCN(C(=O)Nc2ccc(C)c(F)c2)CC1 | -7.2%
CC(C)(CC(=O)O)CC(=O)N1C[C@@H]2C[C@H](C1)c1ccc(-c3cccc(C#N)c3)c(=O)n1C2 | -3.1%[44.1 µM]
CC(C)CC(=O)NC1CCN(c2ccccc2)C1=O (stereo unspecified) | 31.9%[activator]
CCc1ccc(-n2c(=O)c3cccnc3n2CC(=O)NCc2ccccc2)cc1 | ?
CCOCCCNc1ncnc2onc(C)c12 | 9.9%
Cc1nc(N)nc(C)c1CC(=O)N1CCC2(CC1)OCCCC2O (stereo unspecified) | -11.9%
COc1ccc(Cc2nc3ccc(C(=O)NCCCN4CCN(C)CC4)cc3o2)cc1 | ?
Cc1ccc(CCNC(=O)c2c3c(nc4ccccc24)C(=O)N(C2CCCCC2)C3)cc1 | i
CCC(=O)N1c2ccccc2CC1C(=O)NCCc1ccc(Cl)cc1 (stereo unspecified) | ?
COc1ccc(CC(=O)N2CC[C@@H](CC(=O)O)[C@@H](CCN3CCNCC3)C2)cc1 | 8.1%[44.1 µM]
Cc1ccsc1C(=O)N1CCCN(c2cc(-c3ccc(Cl)cc3)[nH]n2)CC1 | -1.2%

Structural class: the entries above containing two or more sulfur atoms (three)
SMILES | Pf Dd2 inh
Cc1cc(NC(=O)C2CCN(S(=O)(=O)c3cccc4nsnc34)CC2)ccc1Br | -3.2%
CCCc1ccc(OCC(=O)Nc2scc(-c3cccs3)c2C(=O)OC)cc1 | -2.0%
COc1ccc(C(=O)Nc2nnc(SCc3cc(=O)n4cc(Cl)ccc4n3)s2)cc1 | 19.1%

New compounds follow
SMILES | Pf Dd2 inh
Cn1c(=O)cc(C(=O)NC2CCCc3c2[nH]c2ccccc32)c2ccccc21 (stereo unspecified) | i
CC(C)c1ccc(CC(=O)N2CCCc3ncc(C(=O)NCCc4cnc[nH]4)cc32)cc1 | -25.4%[44.1 µM]
CNCc1ccccn1 | 2.9%[44.1 µM]
S=C(Nc1ccccc1)N[C@H]1CO[C@H]2[C@@H]1OC[C@@H]2Nc1nccc(-c2ccco2)n1 | i
Cc1ccc(NC(=O)Cn2nnc(-c3nc(-c4ccncc4)no3)c2N)cc1 | -12.3%
COCCn1cc(CN2CCN(c3ccccn3)CC2)ccc1=O | 4.7%
O=C(Cc1ccccc1)NCc1ccnc2[nH]ccc12 | 29.6%[44.1 µM]
COc1ccc(C(=O)N2CCC([C@@H]3CNC[C@H]3CO)CC2)cc1OC | 7.0%
Fc1cccc(Nc2ncc(-c3cccnc3)c3c2OCC3)c1 | ?
CCNc1nccc(N2CCC(CC(=O)NCc3ccccc3F)CC2)n1 | ?
Cc1nc(-c2ccc(N(C)C)cc2)cc([C@H]2CN3CC[C@H]2C[C@@H]3CNCc2cccc(C#N)c2)n1 | ?
CNC(=O)[C@@H]1CN(C(=O)c2ccc(F)cc2F)C[C@H]1COC | 5.2%
Cc1ccsc1C(=O)N1CCc2n[nH]c(=O)n2CC1 | 9.1%
COC[C@@H]1CN(C(=O)c2ccn[nH]2)C[C@H]1c1ccncc1 | 0.4%
Cc1nc2ncccn2c1C(=O)N1CCn2nc(CO)cc2C1 | 2.0%
CC(=O)N1CCC(NC[C@H]2O[C@@H]3C[C@@H](CC(=O)N4CCOCC4)O[C@@H]3[C@@H]2O)CC1 | 11.6%[44.1 µM]
O=C(CSc1nc2c([nH]c3ccccc32)c(=O)n1-c1cccc(Cl)c1)NCC1CCCO1 (stereo unspecified) | -16.1%
CC(=O)c1cccc(N2C(=O)[C@@H]3C[C@@H](NC(=O)c4ccncc4)CCN3C2=O)c1 | i
COc1ccc(NC(=O)c2coc(=O)c3ccccc23)cc1OC | -3.8%
Cc1ccc(OC(=O)CSc2nnc(CNC(=O)c3ccccc3)o2)cc1 | 21.2%
Cc1noc2ncnc(Nc3ccc(F)cc3)c12 | 30.3%[activator]
Cc1cc(C(=O)N2C[C@@H](COc3ccccc3)[C@H](C(N)=O)C2)nn1C | 11.7%
Cc1ccc(CN2CCC3(C2)NC(=O)c2ccccc2O3)cc1 (stereo unspecified) | ?
CCOc1ccc(NC(=O)c2c(C)oc3nc(C)nc(N4CCCC4)c23)cc1 | i
CCCN(CCC)CCNC(=O)c1ccc2c(c1)NC(=O)C(CS(=O)(=O)Cc1cccc(Br)c1)N2 (stereo unspecified) | -8.7%
O=C(CCCCn1c(=O)c2ccccc2n(Cc2ccccc2Cl)c1=O)NCc1ccc2c(c1)OCO2 | ?
CCC(=O)N1CCCC(c2nc(-c3ccccc3)no2)CCNC(=O)CC1 (stereo unspecified) | 30.8%[activator]
CCOC(=O)C1=C(C)N=C2SC=C(CC(=O)N3CCOCC3)N2C1c1cccc(OC)c1OC (stereo unspecified) | i
COc1ccccc1CC(=O)N1CCc2nn(C)c(=O)n2CC1 | -4.6%
Cc1ncoc1C(=O)N1CCCC(CCc2ccc(F)c(F)c2)C1 (stereo unspecified) | -5.0%
Cc1ccc(-c2nc(CCNC(=O)C(=O)Nc3ccc(C)c(C)c3)cs2)cc1 | 14.0%
COc1ccccc1CNC(=O)c1ccc(Nc2nc3ccccc3n3nnnc23)cc1 | ?
COc1ccc(-c2onc(C)c2C)cc1S(=O)(=O)NCc1ccco1 | i
CN1C(=O)c2cccn2CC1C(=O)NC1CCN(Cc2ccccc2)CC1 (stereo unspecified) | -6.7%
COc1ccccc1N1CCN(C(=O)CCc2conc2-c2cccc(F)c2)CC1 | -8.4%

A portion of the library; the hit share may differ from the screen's.
